# Assay outcomes: PubChem BioAssay, several laboratories
# PMI act hi M6P – activators of human phosphomannose isomerase at near-saturating mannose 6-phosphate; 190,000 compounds, 0.34% hits; activation factor at 20 µM; coupled PMI enzyme assay, resazurin fluorescence, 20 min; hits give high values; 1 = untreated enzyme, 0 = substrate-free blank; P34949;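 active = activation factor of 2 or more at 20 µM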
#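 Material: human phosphomannose isomerase with PGI, G6PDH, diaphorase coupling enzymes / Reagent: Man-6-P substrate 1.0 mM / Dosing: single compound dose of 20 µM, 1% DMSO final / Incubation: enzyme reaction with compound 20 min at room temperature / Signal: resorufin fluorescence (Ex 544/Em 590 nm) from resazurin via diaphorase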
# PMI act – activators of human phosphomannose isomerase; P34949; 190,000 compounds, 0.005% hits; activation factor at 20 µM; purified human PMI, coupled resazurin fluorescence, 20 min; hits give high values; 1 = vehicle control, 0 substrate-free wells; AID 1214;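 active = activation factor of 2 or more at 20 µM, relative to plate controls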
# bIAP activator – intestinal alkaline phosphatase (bovine) activation. purified bovine IAP, CDP-star luminescence, 30 min; hits give high values; fold of DMSO-control signal, blank-subtracted. AID 1016. activation factor at 20 µM. 200,000 compounds, 0.17% hits;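 active = activation factor of 2 or more at 20 µM, a signal rise over negative controls twice the positive control's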
# FLuc inhib CS – Photinus pyralis luciferase inhibition counter-screen. inhibition, % at 10 µM. P08659. 200,000 compounds, 1.5% hits. ATPLite firefly luciferase biochemical luminescence, 10 min;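 active = inhibition above about 50% when tested at 10 µM, limit read from the data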
# Target sequence (P08659 whole entry, looked up): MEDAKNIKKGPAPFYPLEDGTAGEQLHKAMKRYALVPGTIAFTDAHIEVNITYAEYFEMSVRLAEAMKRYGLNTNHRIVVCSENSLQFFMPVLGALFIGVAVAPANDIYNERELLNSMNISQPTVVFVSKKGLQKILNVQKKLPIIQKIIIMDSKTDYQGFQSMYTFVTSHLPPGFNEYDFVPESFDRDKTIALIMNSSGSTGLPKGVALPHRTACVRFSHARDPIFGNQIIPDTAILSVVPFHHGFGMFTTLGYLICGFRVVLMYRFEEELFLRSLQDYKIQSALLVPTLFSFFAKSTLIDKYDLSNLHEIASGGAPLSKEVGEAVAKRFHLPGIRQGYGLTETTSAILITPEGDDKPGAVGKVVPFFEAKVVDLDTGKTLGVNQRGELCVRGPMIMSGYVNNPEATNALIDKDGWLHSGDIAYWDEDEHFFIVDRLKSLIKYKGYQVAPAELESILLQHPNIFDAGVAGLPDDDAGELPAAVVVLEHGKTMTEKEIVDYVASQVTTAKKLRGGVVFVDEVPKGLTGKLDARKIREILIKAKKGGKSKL
# TNAP inh noacc – TNAP (human) inhibition, acceptor-free conditions. P05186. purified TNAP, CDP-star luminescence, 30 min. inhibition, % at 20 µM. 200,000 compounds, 0.26% hits;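 active = tissue-nonspecific alkaline phosphatase inhibition above about 50% at 20 µM in the single-dose screen, limit read from the data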;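 note: 0% = DMSO negative control and 100% = EDTA positive control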
# Target sequence (P05186 whole entry, looked up): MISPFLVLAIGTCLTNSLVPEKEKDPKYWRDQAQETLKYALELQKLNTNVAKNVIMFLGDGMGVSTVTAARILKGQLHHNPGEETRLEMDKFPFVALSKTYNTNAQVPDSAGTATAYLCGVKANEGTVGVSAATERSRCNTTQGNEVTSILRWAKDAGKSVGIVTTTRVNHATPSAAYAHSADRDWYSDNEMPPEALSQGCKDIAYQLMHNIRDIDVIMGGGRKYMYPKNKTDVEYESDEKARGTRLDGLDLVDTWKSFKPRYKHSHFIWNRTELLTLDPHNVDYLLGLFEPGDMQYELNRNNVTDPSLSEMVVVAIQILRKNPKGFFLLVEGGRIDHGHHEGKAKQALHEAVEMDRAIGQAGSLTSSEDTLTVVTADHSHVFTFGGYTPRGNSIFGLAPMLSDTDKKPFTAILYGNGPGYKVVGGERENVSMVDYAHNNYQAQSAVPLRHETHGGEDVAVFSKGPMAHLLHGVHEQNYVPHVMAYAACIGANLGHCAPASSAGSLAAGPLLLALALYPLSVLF
# FLuc act counter – affects firefly luciferase, flagging false hits in luciferase stimulation screens; ATPlite luciferase biochemical, luminescence, 10 min; 0 = ATP-free wells, 1 = DMSO control; activation factor at 10 µM; 200,000 tested, under 10 active;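 active = luciferase activation factor, scaled between plate controls, of at least 2 with compound at 10 µM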
#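 Assay system: Luciferase/luciferin detection reagent, cell-free biochemical luciferase assay / Read-out: luciferase activation / Benchmarks: No-ATP low control, compound-free enzyme-plus-ATP high control / Medium: PBS buffer for ATP / Detection: luminescence measurement of luciferase light output / Schedule: 10 min at ambient temperature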
# NF-kB expr up – raises NF-kB expression in human neuronal cells | NF-kB reporter expression; hits give high values | fold change at 12.5 µM | 190,000 compounds, 1.6% hits; in the data active = fold change above about 3.3
# TNAP act hiacc – TNAP (human) activation, high acceptor. P05186. purified TNAP, CDP-star luminescence, 1 M DEA, 30 min; hits give high values; 0 = EDTA background, 1 = DMSO-only activity. activation factor at 20 µM. 200,000 tested, under 10 active. AID 1136;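 active = activation factor at least 2 at 20 µM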
#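 Test system – human TNAP · Doses – 20 µM single point · Incubation – 30 min, room temperature · Signal – luminescent substrate turnover signal · Read-out basis – activation factor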
# TNAP inh hi DEA – blocks human TNAP under high phosphate acceptor concentration. P05186. purified TNAP, CDP-star luminescence, 1 M DEA. inhibition, % at 20 µM. 200,000 compounds, 0.03% hits. AID 1135;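 active = over 50% inhibition of tissue-nonspecific alkaline phosphatase at 20 µM in the single-dose screen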;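 note: plate controls were DMSO wells for no effect and EDTA-quenched wells as full inhibition for full effect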
# APP 5'UTR act – activates APP 5'UTR luciferase reporter. 190,000 compounds, 1% hits. AID 1276. SH-SY5Y APP 5'UTR luciferase reporter, luminescence; zero percent = DMSO vehicle wells. activation, % at 2 µM;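 active = activation above a set limit, based on mean plus 3 SD of controls, cut at about 140% in these data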; note: values of inactives mirror those of a sister screen read the other way
# An asterisk follows results filed as active; / = no result given. No enrichment for hits. Share with any hit: about 3.6%.
mol,PMI act hi M6P,PMI act,bIAP activator,FLuc inhib CS,TNAP inh noacc,FLuc act counter,NF-kB expr up,TNAP act hiacc,TNAP inh hi DEA,APP 5'UTR act
O=C(NCCCO)Nc1ccc2nc(-c3ccco3)c(-c3ccco3)nc2c1,1.3,1.1,0.9,4,20,1,1,0.9,13,1
Cc1ccc(N2C(=O)c3cccc(Oc4ccc(Cl)cc4)c3C2=O)c(C)c1,0.5,0.8,0.9,-3,-16,1,0.89,1,2,10
Cc1ccc(OCCOC(=O)Nc2ccccc2)cc1,1.1,1.1,1.2,-2,-8,1,1.4,1,2,0
COC(=O)c1ccc(CSc2nc3c(c(=O)n2-c2ccc(Br)cc2)SCC3)o1,1,1,0.9,-8,-11,1.1,0.97,0.9,9,4
O=C1/C(=C/c2ccc(C(=O)O)cc2)CCC/C1=C\c1ccc(C(=O)O)cc1,0.9,0.9,1,-2,-8,1,1.1,1.1,-7,17
c1csc(-c2nnsc2-c2nc3ccccc3[nH]2)c1,0.7,0.7,1,-5,-6,1,1.2,1.1,-6,-6
O=C(Cc1ccccc1)N/N=C/c1cc2c(cc1Cl)OCO2,1,1.1,0.9,18,-2,0.8,1.1,1,0,-4
Cc1ccc(S(=O)(=O)N2CN(Cc3ccco3)c3nc4ccccc4nc32)cc1,1.6,1.2,1,-7,-7,1.1,0.99,1.1,-5,16
COc1ccc(-n2c(CCc3ccccc3)n[nH]c2=S)cc1,0.9,0.8,1,11,-41,0.9,/,1,2,-3
O=C(C1CCCO1)N1CCN(C(=S)Nc2ccc(F)c(Cl)c2)CC1 (stereo not drawn),1,1,1.2,1,-12,1,1.1,1,-1,-5
CCOC(=O)CNC(=O)CSc1ncnc2c1nnn2-c1ccc(F)cc1,1.1,1.1,1,9,0,0.9,1.7,1,1,-5
COc1cccc(/C=C/C(=C2/C(=O)N(c3ccccc3)N=C2C)c2ccc(Br)cc2)c1OC,1,1,0.9,0,2,1,1,0.9,14,13
COc1cc(CCCN2C(=S)NC[C@@H]2Cc2ccccc2)cc(OC)c1OC,1,0.9,0.8,-6,-2,1.1,0.8,1,-3,5
CC1(C)CC(CC(=O)O)(c2ccc(Cl)cc2)CCO1 (stereo not drawn),1,0.9,1,-4,-6,1,1,1,0,9
CSc1ccccc1NC(=O)c1cccnc1,0.9,0.9,0.9,-9,-5,1.1,0.87,1,-4,15
O=C(Cn1c(=O)n(Cc2ccc3c(c2)OCO3)c(=O)c2ccccc21)N1CCCc2ccccc21,0.9,1,0.9,-8,-10,1.1,0.4,1.1,-6,-5
Cc1cccc(NC(=O)c2ccccc2C(=O)O)c1,1,0.9,1,-4,-12,1,1.3,1,-5,6
CCOc1ccc(CN(Cc2ccco2)S(=O)(=O)c2ccc(-n3cnnn3)c(OC)c2)cc1,1,0.9,1,-7,-4,1.1,0.86,1.1,-6,-3
O=c1cc(CN2CCCCCC2)nc2sccn12,1.1,1.1,1.1,5,4,1,1.1,0.9,7,14
O=[N+]([O-])c1cc(C(F)(F)F)c(Cl)cc1N1CCN(CCO)CC1,0.9,0.8,0.6,-6,-4,1.1,0.85,1,-1,-4
CCn1c2ccccc2c2cc(NC(=O)COC(=O)c3ccccc3F)ccc21,1,0.9,1,-6,-13,1.1,1.3,1,3,-3
COC(=O)CSc1cc([N+](=O)[O-])ccc1NC(=O)OC,1.2,1.2,1,1,-5,1,1.1,1,0,8
CCOC(=O)c1c(C)[nH]c(C)c1C(=O)CSc1nncs1,1.1,1.1,1,-9,-6,1.1,1.1,1.1,-6,11
CC(CC(=O)O)C(=O)c1ccc(Cl)c([N+](=O)[O-])c1 (stereo not drawn),1.1,1.1,1,-5,-10,1.1,1.2,1,-2,9

# The last 4 compounds of the section above open the next one.
# Order of values: PMI act hi M6P, PMI act, bIAP activator, FLuc inhib CS, TNAP inh noacc, FLuc act counter, NF-kB expr up, TNAP act hiacc, TNAP inh hi DEA, APP 5'UTR act
CCn1c2ccccc2c2cc(NC(=O)COC(=O)c3ccccc3F)ccc21
 : 1, 0.9, 1, -6, -13, 1.1, 1.3, 1, 3, -3
COC(=O)CSc1cc([N+](=O)[O-])ccc1NC(=O)OC
 : 1.2, 1.2, 1, 1, -5, 1, 1.1, 1, 0, 8
CCOC(=O)c1c(C)[nH]c(C)c1C(=O)CSc1nncs1
 : 1.1, 1.1, 1, -9, -6, 1.1, 1.1, 1.1, -6, 11
CC(CC(=O)O)C(=O)c1ccc(Cl)c([N+](=O)[O-])c1 (stereo not drawn)
 : 1.1, 1.1, 1, -5, -10, 1.1, 1.2, 1, -2, 9
CC(C)Cc1nnc(NC(=O)CS(=O)(=O)Cc2ccccc2)s1
 : 0.9, 1, 1, -3, -7, 1, 0.94, 1, -4, -14
O=C(CSc1nnc(SCc2ccccc2)s1)N/N=C/C=C/c1ccccc1[N+](=O)[O-]
 : 1, 0.9, 1.1, 11, -21, 0.9, 1.1, 0.9, 5, -5
Cc1ccc(-n2ncc3c(=O)n(CC#N)cnc32)cc1C
 : 1.1, 1, 0.9, 1, -17, 1, 1.5, 1.1, -7, 14
O=C(c1ccccc1)N(Cc1cccnc1)C1(C(=O)Nc2ccccc2)CCCCC1
 : 1.1, 1.1, 1, 4, 2, 1, 1.2, 0.9, 8, -3
CCOc1ccc(Cc2nnc(SCC(=O)c3ccc(OC)cc3)o2)cc1
 : 0.9, 1.1, 1, -7, -13, 1.1, 1.2, 1.1, -9, -7
Cc1ccc(C(=O)C[n+]2cccc3cc(C)ccc32)cc1
 : 1.2, 1.2, 0.8, -6, 1, 1.1, 0.9, 1, 3, -11
Cc1ccc(N2CC(C(=O)N3CCCc4ccccc43)CC2=O)cc1 (stereo not drawn)
 : 1.1, 0.9, 1, -10, -7, 1.1, 1.1, 1.1, -5, 0
CCC(C)C(=O)Nc1cc([N+](=O)[O-])ccc1Cl (stereo not drawn)
 : 1.1, 0.9, 1.1, -6, -13, 1.1, 1, 1, 2, 7
NC(=O)C1CCCN(C(=S)NCc2ccc3c(c2)OCO3)C1 (stereo not drawn)
 : 1.1, 1, 1.1, -4, -8, 1, 1.3, 1, -3, 14
O=C(O)c1ccc2c(c1)C(c1ccccc1)OC2=O (stereo not drawn)
 : 1, 1, 1, -3, -11, 1, 1.2, 1, -1, 6
CN(C(=O)CCc1nc(-c2ccccc2F)no1)c1ccccc1
 : 1, 1, 1, -7, -1, 1.1, 1.2, 1.1, -7, 30
C=CCNC(=O)NC(=O)COn1nnc2ccc(S(=O)(=O)N(C)C)cc21
 : 1, 0.9, 1, -7, -6, 1.1, 1.6, 1, 1, 1
O=C(c1ccco1)N1CCN(C(=O)c2ccccc2Oc2ccccc2)CC1
 : 1.1, 1, 0.9, -4, -5, 1, 1.1, 1, 0, 0
Cc1csc(SCC(=O)N(C)CC(=O)Nc2ccc(F)cc2)n1
 : 1, 1, 1, -9, -11, 1.1, 1.1, 1, -3, 10
CC(C)CC1(C)NC(=O)N(CC(=O)NC(=O)Nc2ccc3c(c2)OCCO3)C1=O (stereo not drawn)
 : 0.9, 1, 0.9, 1, -7, 1, 0.91, 1, -3, -7
CCN(Cc1ccccc1)C(=O)Cn1cnc2c1c(=O)n(C)c(=O)n2C
 : 1, 1, 1, -1, -13, 1, 0.97, 1.1, -5, 2
O=C(CN1C(=O)CCC1=O)Nc1cccc2c1C(=O)NC2=O
 : 1.1, 1.1, 1, -2, -6, 1, 1, 1, 0, 46
C=CCn1c(SCc2cc(C(C)=O)ccc2OCC)nc2ccccc2c1=O
 : 1, 1, 1.2, -8, 7, 1.1, 1.3, 1, -1, -93
CC1Cc2nc(SCC(=O)Nc3nc4ccccc4s3)n(C)c(=O)c2S1 (stereo not drawn)
 : 1, 0.9, 0.9, -11, -5, 1.1, 0.53, 1, -4, 1
O=C1c2ccccc2C(=O)N1CC1CCCO1 (stereo not drawn)
 : 1, 0.9, 0.9, -8, -7, 1.1, 1.1, 1.1, -8, -5
COCCCNCCCCOc1ccc(OCc2ccccc2)cc1
 : 1.1, 1, 1, -2, -8, 1, 1.4, 1.1, -7, 35
CC(=O)n1cc(/C=C2/N=C(c3ccccc3)OC2=O)c2ccccc21
 : 1, 0.9, 0.9, 9, -3, 0.9, 1, 1, 0, 12
Cc1cc(C(=O)CSc2nnc(-c3cccnc3)n2-c2ccccc2F)c(C)n1CC1CCCO1 (stereo not drawn)
 : 0.9, 0.9, 1.1, 4, -12, 1, 0.75, 1, 4, 1
C(=C\c1ccccc1)/CSc1nnc(-c2ccccn2)n1Cc1ccco1
 : 0.8, 0.8, 0.9, -7, -13, 1.1, 1.5, 1.1, -6, -18
NC(=O)C1=C[C@@H](c2coc3ccccc3c2=O)C[C@@H](OCCCCO)O1
 : 0.9, 0.9, 1, -5, -6, 1, 1.3, 1, -4, -10
CCOC(=O)c1c(-c2ccccc2)cn2c(C)cc(C)nc12
 : 1.1, 1, 1.2, 44, -23, 0.6, 1.1, 1.1, -7, 100
O=C(CN1CCSCC1)N/N=C/c1cccc(Cl)c1
 : 1.1, 1.1, 1, -5, -20, 1.1, 1.1, 1.1, -8, -8
Cc1cc(C)cc(NC(=O)C(OC(=O)c2ccc([N+](=O)[O-])o2)c2ccccc2)c1 (stereo not drawn)
 : 0.7, 0.8, 1, -7, -8, 1.1, 0.97, 1.1, -6, 3
CCN(CC)C(=O)CSc1nnc(-c2cnccn2)n1-c1ccccc1
 : 1, 1, 0.9, -9, -1, 1.1, 0.95, 1, -4, 0
O=C1c2ccccc2C(=O)N1CCCC(=O)N1CCc2ccccc21
 : 1.1, 1, 0.9, -2, -9, 1, 1.3, 1, 0, -7
CCCCCCNS(=O)(=O)c1ccc(OC)c(OC)c1
 : 0.9, 0.9, 0.9, -8, -16, 1.1, 1.2, 1.1, -8, 0
CC1CCN(C(=O)CSc2nc3c(cnn3-c3ccc(Cl)cc3)c(=O)[nH]2)CC1
 : 1, 1, 1, -9, -4, 1.1, 1.1, 1.1, -5, 1
CCc1c(O)c(/C(C)=N\O)c(=O)n(-c2ccccc2)c1-c1ccccc1
 : 1.2, 1.1, 1, -8, -23, 1.1, 1.2, 1, -1, -3
O=[N+]([O-])c1ccccc1CSc1nc2ccccc2o1
 : 0.9, 1, 1.2, -3, -6, 1, 2.4, 1, -3, 65
O=C(Nc1ccc(N2CCN(C(=O)c3ccc(Cl)cc3)CC2)cc1)c1ccc2c(c1)OCCO2
 : 0.9, 1, 0.9, -3, -5, 1, 0.53, 1, 0, -19
CCCn1c(-c2ccc(F)cc2)cnc1SCC(=O)O
 : 1, 1, 0.9, -9, -4, 1.1, 1.1, 1, 0, 16
